CCHFV vOTU inh: CCHFV vOTU protease inhibitors, primary screen, biochemical, Pep-AMC substrate, fluorescence; Crimean-Congo hemorrhagic fever virus L polyprotein viral ovarian tumor (vOTU) protease …; inhibition, % at 11.5 µM; 0.55% of 370,000 active; in the data active = inhibition above about 30%; also: 0% = vehicle wells with enzyme and 100% = no enzyme wells
DUSP3 inh: VHR1 phosphatase inhibitors, primary screen, biochemical, absorbance, uHTS; recombinant VHR phosphatase, pNPP absorbance; AID 1654, 2009; inhibition, % at 13.3 µM; 0.52% of 290,000 active; Dual specificity protein phosphatase 3 (Homo sapiens), P51452; in the data active = inhibition above about 50%; also: some compounds called inactive have numbers as strong as hits
Target sequence (P51452 whole entry, looked up): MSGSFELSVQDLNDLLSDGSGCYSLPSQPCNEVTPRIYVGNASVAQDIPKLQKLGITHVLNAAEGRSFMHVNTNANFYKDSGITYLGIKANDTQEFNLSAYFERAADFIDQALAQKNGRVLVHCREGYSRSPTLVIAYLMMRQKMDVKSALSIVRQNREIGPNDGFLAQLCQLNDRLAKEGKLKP
Rv3671c inh: Rv3671c serine protease inhibitors, primary screen, biochemical, fluorescence polarization, M. tuberculosis H37Rv; P9WHR9; inhibition, % at 5.96 µM; 0.048% of 320,000 active; in the data active = inhibition above about 38%;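 also: extracellular domain of Rv3671c used as enzyme; 0% = enzyme with DMSO and 100% = no enzyme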
Target sequence (P9WHR9 whole entry, looked up, the tested form may be a part): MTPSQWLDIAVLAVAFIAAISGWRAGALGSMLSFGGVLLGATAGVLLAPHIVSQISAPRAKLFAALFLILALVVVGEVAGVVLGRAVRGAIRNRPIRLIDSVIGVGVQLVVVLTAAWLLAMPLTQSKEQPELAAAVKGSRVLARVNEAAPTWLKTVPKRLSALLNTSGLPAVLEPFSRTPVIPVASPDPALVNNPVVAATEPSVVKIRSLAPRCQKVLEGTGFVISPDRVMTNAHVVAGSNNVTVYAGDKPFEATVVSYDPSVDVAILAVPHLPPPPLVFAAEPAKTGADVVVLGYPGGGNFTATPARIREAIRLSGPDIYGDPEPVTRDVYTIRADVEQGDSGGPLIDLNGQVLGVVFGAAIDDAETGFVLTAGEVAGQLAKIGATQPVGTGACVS
PrPC TRFRET: inhibitors of human cell surface prion protein PrPC, primary screen, cell-based, TR-FRET | Major prion protein (Homo sapiens), P04156 | TR-FRET read-out | inhibition, % at 13.8 µM | 0.43% of 370,000 active; in the data active = inhibition above about 24%; also: 0% = median of the test wells and 100% = reference compound wells
BH1578 lux ind: inducers of Vibrio cholerae quorum light production without autoinducers, primary screen, BH1578 luxS cqsA deficient, single point; V. cholerae BH1578 lux reporter, luminescence, 6 h; activation, % at 18.7 µM; 0.16% of 350,000 active; AID 588436, 2011; in the data active = activation mostly above about 9.7%, no sharp cut-off; also: not every result past the cut was called active; inactives centre near 0; reference of the scale not given here
TcdB inh: TcdB glycohydrolase inhibitors, primary screen, biochemical, single point, plate reader; Toxin B (Clostridioides difficile), P18177; TcdB glycohydrolase enzymatic assay; inhibition, % at 9.99 µM; 0.24% of 350,000 active; in the data active = inhibition above about 10%
PriA SSB inh: inhibitors of Klebsiella pneumoniae PriA binding to SSB C-terminal tail, primary screen, biochemical, AlphaScreen; PriA–SSB C-terminal tail interaction (Klebsiella pneumoniae); AlphaScreen SSBct-PriA binding, biotinylated peptide; inhibition, % at 33 µM; 0.6% of 430,000 active; in the data active = inhibition mostly above about 37%, no sharp cut-off; inactive = mostly below about 20%;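 also: plate controls were negative control peptide for no effect and reference peptide for full effect; strong numbers were not always called active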
3CLpro inhibitor: SARS-CoV 3CLpro protease inhibitors, primary screen, biochemical, quenched FRET. 0.14% of 290,000 active. inhibition, % at 6 µM. Replicase polyprotein 1ab (Severe acute respiratory syndrome coronavirus), P0C6X7. recombinant SARS-CoV 3CLpro, quenched FRET peptide cleavage; in the data active = inhibition above about 12%
Y pestis TopoI: Yersinia pestis topoisomerase I inhibitors, primary screen, biochemical, cleavage product accumulation, plate reader, single point. DNA topoisomerase I (Yersinia pestis CO92). AID 504884, 2011. Y. pestis Topo-I cleavage product accumulation. 0.064% of 360,000 active. activity, % at 10 µM; in the data active = activity above about 50%, passing the limit was not always enough; also: inactives centre near 2
MazEF act: activators of E. coli MazEF toxin-antitoxin RNase, primary screen, biochemical, fluorescence, uHTS; Endoribonuclease toxin MazF (Escherichia coli (strain K12)), P0AE70; FAM/BHQ RNA-DNA oligo cleavage fluorescence, 5 h; activation, % at 20 µM; 0.32% of 350,000 active; in the data active = activation above about 50%
Target sequence (P0AE70 whole entry, looked up): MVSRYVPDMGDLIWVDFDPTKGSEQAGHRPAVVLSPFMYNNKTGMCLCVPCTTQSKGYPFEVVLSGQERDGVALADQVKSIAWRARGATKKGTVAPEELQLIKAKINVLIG
* = called active by the depositor; i = inactive; x = not tested or not shown; & = joins results of further samples.

SMILES	CCHFV vOTU inh	DUSP3 inh	Rv3671c inh	PrPC TRFRET	BH1578 lux ind	TcdB inh	PriA SSB inh	3CLpro inhibitor	Y pestis TopoI	MazEF act
O=C(CN(CCc1ccccc1)C(=O)Cn1nnc(-c2cccs2)n1)NCc1ccco1	8	-12	-22	-1	i	x	6	4	15	-4
O=C(Nc1ccc(Cl)cc1)Nc1ccc2c(c1)OCO2	-4	6	-3	17	i	1.0	-6	-3	-7	-2
CCC1SC2=NC(C)=C(C(=O)OCCOC)C(/C=C/c3ccccc3OC)N2C1=O (configuration not stated)	3	0	-25	2	i	x	3	4	1	6
Cc1ccc(-n2ncc3c(=O)n(CC(=O)N4CCCc5ccccc54)cnc32)cc1C	-6	0	x	2	0.6	x	-3	2	4	-1
Nn1c(SCC(=O)Nc2cc(C(F)(F)F)ccc2Cl)nncc1=O	1	32	-4	1	-0.4	1.2	7	2	3	2
C=CCN(C(=O)c1csnn1)C(C(=O)NC(C)(C)C)c1ccncc1 (configuration not stated)	-3	17	1	2	-0.1	1.3	-16	2	-19	5
COCCOC(=O)C1=C(C)NC(SCC(=O)NC(C)(C)C)=C(C#N)C1c1ccco1 (configuration not stated)	20	21	x	9	-1.0	1.8	-4	0	0	-9
CCOCc1cnc(C)nc1NCC(=O)c1c(C)[nH]c2cc(C)ccc12	4	7	-1	-2	-6.2	-0.8	-10	0	1	2
CCC1CN(S(=O)(=O)c2ccc3c(c2)NC(=O)CC(=O)N3)c2cc(Cl)ccc2O1 (configuration not stated)	-2	9	1	4	-0.3	1.6	3	4	9	14
Cc1nn(-c2cccc(Cl)c2)c2nc(C(F)(F)F)[nH]c(=O)c12	-12	3	0	-6	-0.2	2.2	-8	4	1	3
S=c1[nH]nc(CN2CCCCC2)n1Cc1ccccc1	-13	42	-3	-4	i	0.7	-20	0	-2	5
CCC(C)NC(=O)C(Cc1ccccc1)NS(=O)(=O)c1ccc2c(c1)oc(=O)n2C (configuration not stated)	-8	15	9	-3	-3.8	1.1	2	1	-3	14
C=CCNS(=O)(=O)c1ccc2nsnc2c1	6	-1	-4	-41	i	x	-1	3	12	1
COc1ccc(OC)c(C2N(c3ccc(Cl)cc3)C(=O)C3CCCN32)c1 (configuration not stated)	2	12	-4	3	-3.7	x	4	-1	9	-2
O=C(Nc1ccc2nc3n(c(=O)c2c1)CCCC3)c1ccc(Cl)nc1	-6	x	6	-4	-0.4	1.1	-10	x	-1	5
CCN(c1ccc(OC)cc1)S(=O)(=O)c1ccc(-c2cc(C)no2)s1	1	4	-7	6	-5.8	-0.5	-51	1	32	-3
CCOC(=O)C1C(c2cccs2)NC(=O)N(C)C1(O)C(F)(F)F (configuration not stated)	10	11	12	2	-1.4	x	-8	-1	-7	3
O=C(NCCNS(=O)(=O)c1ccc(C(F)(F)F)cc1)N1CCOCC1	-15	5	-6	3	-0.3	0.6	1	10	2	2
COc1ccc(C(=O)NCC2CCCN2S(=O)(=O)c2cccs2)cc1OC (configuration not stated)	-3	x	2	8	0.7	1.6	0	x	12	2
CC(=O)Nc1ccc(N(C(=O)c2ccco2)C(C(=O)NC2CCCC2)c2ccc(N3CCOCC3)cc2)cc1 (configuration not stated)	-13	22	-1	1	-0.5	0.3	-9	3	10	5
COc1ccccc1CCC(=O)NNC(=O)c1ccccc1	2	-11	-14	3	-0.4	0.3	-7	-5	-2	-11
CSc1ncc(CN2CCCCC2C(=O)Nc2ccc(Oc3ccccc3)nc2)cn1 (configuration not stated)	-5	-17	-10	10	-0.3	1.4	2	3	14	-2
Cc1c(Cl)cccc1NC(=S)C(=C([O-])c1ccc(Cl)s1)[n+]1ccccc1	8	x	x	8	x	-0.2	x	x	-1	12
CC(C)(C)NC(NC(=O)Cc1ccccc1)C(Cl)(Cl)Cl (configuration not stated)	-4	27	1	3	i	x	-14	0	-4	3
COc1ccc(-c2ccc(C#N)c(SCC(=O)Nc3sc4c(c3C#N)CCC4)n2)cc1	-3	15	-9	-8	-0.3	x	9	-2	-1	7
Cc1ccc(/C(=N\O)c2oc3c(C)c4oc(=O)cc(C)c4cc3c2C)cc1	5	27	-63	0	i	x	x	1	11	-16
Cc1ccc(CSc2ccc(-c3ccco3)nn2)cc1	0	53*	-1	9	-0.4	0.0	5	-1	22	-3
O=C(Cn1c(-c2cscn2)nc2ccccc21)Nc1ccc(Cl)cc1	-10	4	-9	17	-0.6	x	-2	1	0	6
Clc1cccc(CNc2ccn3nc(-c4ccc(OCCN5CCOCC5)cc4)cc3n2)c1	-4	x	x	9	-0.2	-0.2	x	x	16	x
Cc1ccc2cc(CN(CCCO)S(=O)(=O)c3cccc4nsnc34)c(=O)[nH]c2c1C	8	32	5	-20	i	x	8	-7	-9	-7
O=C(NC(=S)Nc1ccccc1N1CCCCC1)c1ccco1	9	36	-9	-3	i	1.0	-4	3	17	-4
Cc1cc(NC(=O)/C=C/C(=O)N(c2ccccc2C)C(C(=O)NC2CCCC2)c2ccc(F)cc2)no1 (configuration not stated)	6	14	-8	-1	i	x	-29	4	18	0
CCOc1cc(NC(=O)C2CCCCC2)c(OCC)cc1NC(=O)c1ccco1	-14	8	5	12	i	x	-21	-4	-3	5
COc1cc(CNC2CCCCCCC2)cc(Cl)c1OCC(N)=O	-5	-18	7	-3	-3.8	0.8	4	3	2	-1
COc1ccc(N2CCN(C(=O)c3cccc(S(=O)(=O)N4CCc5ccccc54)c3)CC2)cc1	-10	x	0	3	-1.7	0.3	10	x	32	2
O=C(Nc1ccnn1C1CCN(Cc2cccc(OCCO)c2)CC1)C1CCCC1	-5	21	5	1	i	2.6	-11	0	3	-2
CCCCCC(=O)N=Nc1c(O)[nH]c2ccc([N+](=O)[O-])cc12	-8	0	8	-7	0.0	x	-7&2	0	-9	4
c1ccc(COC2CCCN(Cc3nc(Cc4ccccc4)no3)C2)cc1 (configuration not stated)	-4	-8	-4	6	i	-0.2	-19	3	10	-11
CCOc1ccccc1NC(=O)C1(S(=O)(=O)c2ccc(Cl)cc2)CC1	9	-19	-7	-3	-0.4	-0.5	-7	-3	41	12
COC(=O)c1cc(C(=O)c2cc(Br)ccc2O)coc1=N	13	12	2	-3	-0.5	2.0	-4	2	-4	-15
CCNc1ccc(N=Nc2c(C)n(C)n(-c3ccccc3)c2=O)cc1	20	-10	11	-23	0.2	-6.6	15	5	3	-4
O=C(CSc1nnc(NC(=O)c2ccccc2Cl)s1)NC1CC1	11	19	14	-2	i	0.8	-4	1	3	3
O=C(Nc1nc2ccccc2s1)C1CCN(S(=O)(=O)c2cc([N+](=O)[O-])ccc2Cl)CC1	-6	27	-30	-1	-2.3	-0.1	-1	2	-17	0
COc1ccc(CNC(=O)C2CCN(S(=O)(=O)c3ccc4c(c3)NC(=O)CO4)CC2)cc1	11	-20	-6	9	-0.9	1.0	4	2	6	7
CC1(C)Cc2c(sc3nc4n(c(=N)c23)CCC4)CO1	19	-2	0	2	i	x	-10	-4	-3	0
Cc1c(C(=O)N2CCCCC2)c(S(=O)(=O)N2CCc3ccccc32)c(C)n1C	14	24	6	-4	i	0.3	-11	3	4	-5
Cc1ccc(C=O)c([B-](F)(F)F)c1	29	x	x	9	i	-9.2	x	x	-3	3
COc1cccc(CNC(=O)C2CCCN(S(=O)(=O)c3ccc4c(c3)C(C)(C)C(=O)N4C)C2)c1 (configuration not stated)	-4	10	10	12	-0.2	0.0	-11	2	16	10
COC(=O)C1=C(c2cc3ccccc3s2)C[C@@H]2CC[C@H]1N2C(=O)NCc1ccc(F)cc1	15	x	-7	0	-0.8	1.4	-21	x	40	-7
O=C(CNC(=O)c1ccccc1)N=Nc1c(O)[nH]c2ccc(Br)cc12	3	31	-11	-2	-0.4	0.7	-4	-2	3	-8
CCOc1ccc(C(=O)Nc2ccc(NC(=O)c3ccco3)c(Cl)c2)cc1Br	-10	27	-49	4	-1.7	1.9	-10	-3	-5	28
CCN(CC)C(=O)c1nc[nH]c1C(=O)O[C@@H](C)c1ccccc1	13	x	4	4	2.7	-0.3	-36	x	-1	3
CCN(Cc1nc(-c2ccc(OC)cc2)no1)C(=O)c1ccoc1C	-5	4	3	2	-0.3	-0.5	-9	1	-7	5
COc1ccc(CCNC(=O)C2CCN(C(=O)c3ccc(C(C)(C)C)cc3)CC2)cc1	-2	43	-12	4	0.3	0.5	-12	3	8	-6
Cc1ccc(S(=O)(=O)N(CC(=O)O)Cc2ccccc2F)cc1	4	-13	-1	3	-0.7	x	-3	7	-10	0
O=P(c1ccccc1)(c1ccccc1)C(O)c1ccccn1 (configuration not stated)	-8	33	5	5	-0.4	0.1	-11	2	-2	0
O=C(Nc1ccc(N2CCN(C(=O)c3ccco3)CC2)cc1)c1ccc([N+](=O)[O-])cc1Cl	0	6	-3	-23	-0.7	0.0	2	3	10	2
CC(=O)Nc1ccc(NC(=O)CN(c2ccc(C34CC5CC(CC(C5)C3)C4)cc2)S(C)(=O)=O)cc1	-17	25	0	-8	-0.5	x	-19	-1	-3	-5
Cc1ccc2nc(-c3ccc(NC(=O)CCS(=O)(=O)c4ccccc4)cc3)sc2c1	-34	-24	-16	7	-0.1	0.6	-21	1	1	-43
CCOC(=O)c1[nH]c(C)c(C(=O)N2CCOCC2)c1C	4	40	7	-1	-0.2	-0.5	4	-2	5	7
The listing continues.
SMILES	CCHFV vOTU inh	DUSP3 inh	Rv3671c inh	PrPC TRFRET	BH1578 lux ind	TcdB inh	PriA SSB inh	3CLpro inhibitor	Y pestis TopoI	MazEF act
O=C1CC2(CCN(C(=O)c3ccc([N+](=O)[O-])cc3)CC2)Oc2ccccc21	-2	x	2	-11	-1.4	-0.8	-6	x	-4	-1
CCN(C(=O)COC(=O)CCOc1ccc(C(C)(C)C)cc1)c1c(N)n(Cc2ccccc2)c(=O)[nH]c1=O	0	x	x	-7	-0.8	-0.1	2	x	4	1
COc1ccc(Cc2nnc(NC(=O)C3CCCO3)s2)cc1 (configuration not stated)	-10	10	0	-1	-0.2	x	-2	2	6	2
COc1ccc(CN(C)CC(=O)Nc2c(C)cccc2C)c(OC)c1	-7	-1	5	6	i	-0.3	1	-2	19	5
Cc1cccc(OCC(O)Cn2c(=N)n(CCN3CCOCC3)c3ccccc32)c1 (configuration not stated)	2	28	0	-12	0.2	x	-8	-2	-8	3
O=C(Cn1[nH]c(=O)c2ccccc2c1=O)OCC(=O)c1ccc(F)c(F)c1	-4	x	7	-6	i	0.8	-10	x	7	4

Some of the entries so far, bar-delimited.
structure | CCHFV vOTU inh | DUSP3 inh | Rv3671c inh | PrPC TRFRET | BH1578 lux ind | TcdB inh | PriA SSB inh | 3CLpro inhibitor | Y pestis TopoI | MazEF act
C=CCN(C(=O)c1csnn1)C(C(=O)NC(C)(C)C)c1ccncc1 (configuration not stated) | -3 | 17 | 1 | 2 | -0.1 | 1.3 | -16 | 2 | -19 | 5
COCCOC(=O)C1=C(C)NC(SCC(=O)NC(C)(C)C)=C(C#N)C1c1ccco1 (configuration not stated) | 20 | 21 | x | 9 | -1.0 | 1.8 | -4 | 0 | 0 | -9

Single records (already shown). Screens in order: CCHFV vOTU inh, DUSP3 inh, Rv3671c inh, PrPC TRFRET, BH1578 lux ind, TcdB inh, PriA SSB inh, 3CLpro inhibitor, Y pestis TopoI, MazEF act
`Cc1ccc(/C(=N\O)c2oc3c(C)c4oc(=O)cc(C)c4cc3c2C)cc1` in the list: 5, 27, -63, 0, i, x, x, 1, 11, -16
`O=C(Nc1nc2ccccc2s1)C1CCN(S(=O)(=O)c2cc([N+](=O)[O-])ccc2Cl)CC1` in the list: -6, 27, -30, -1, -2.3, -0.1, -1, 2, -17, 0
`C=CCN(C(=O)c1csnn1)C(C(=O)NC(C)(C)C)c1ccncc1` (configuration not stated) in the list: -3, 17, 1, 2, -0.1, 1.3, -16, 2, -19, 5

An excerpt; the hit share may differ from the screen's.
